# Compound activity deposited in PubChem BioAssay by Broad Institute.
# DENV2 CPE rescue = inhibitors of DENV2 cytopathic effect, primary screen, cell-based, plate reader, single concentration; DENV2-infected cells, cytopathic effect rescue; CPE inhibition, % at 9.99 µM; hit rate 1.7% among 350,000; AID 651640, 2012; in the data active = CPE inhibition above about 20%, passing the limit was not always enough; inconclusive = no clear call, values can overlap the other calls; tested in BHK-21 cells;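 note: 0% = median of neutral control wells and 100% = median of positive control wells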
# EWS-Fli block = EWS/Fli-driven NR0B1 reporter inhibitors, primary screen, A673 cells, NR0B1 luciferase, luminescence, MLPCN library; inhibition, % at 12.6 µM; viability-normalised; hit rate 0.67% among 350,000;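 active = mean inhibition of at least 50% after viability correction, with every replicate also passing that limit; inconclusive = mean reaches 50% but only one of two replicates passes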;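 note: firefly luciferase signal divided by Alamar Blue viability fluorescence both relative to DMSO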
# PAX8 inh HTS = inhibitors of PAX8-driven TPO luciferase reporter, primary screen, RMG-I cells, single concentration; inhibition, % at 12.6 µM; hit rate 1.2% among 360,000; SteadyGlo, 24 h; AID 652154, 2013;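 active = mean replicate inhibition at least 60% with every replicate also reaching 60%; inconclusive = only one of the two criteria is met; inactive = mean below 60% and not all replicates reaching 60%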;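 note: luciferase light reporting Pax8 driven TPO promoter activity; plate controls were median of neutral control wells for no effect and mitoxantrone controls for full effect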
# Casp6 inh = human caspase-6 inhibitors, primary screen, biochemical, VEID-R110 fluorescence, single point, set 2; P55212; purified caspase-6, Z-VEID-R110 cleavage fluorescence; inhibition, % at 12.5 µM; hit rate 0.53% among 350,000; AID 686996, 2013;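 active = mean inhibition across replicates at least about 35%, with every replicate also reaching that limit, limit read from the data; inconclusive = only one of the two criteria met; inactive = neither criterion met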;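 note: 0% = median of neutral control wells and 100% = no fluorescence left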
# Target sequence (P55212 24-179 limits assumed): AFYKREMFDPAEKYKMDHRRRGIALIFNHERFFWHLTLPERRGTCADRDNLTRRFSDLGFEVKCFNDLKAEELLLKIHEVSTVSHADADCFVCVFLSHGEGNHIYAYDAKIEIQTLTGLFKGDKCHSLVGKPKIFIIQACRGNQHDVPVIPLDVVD
# Target sequence (P55212 194-293 limits assumed): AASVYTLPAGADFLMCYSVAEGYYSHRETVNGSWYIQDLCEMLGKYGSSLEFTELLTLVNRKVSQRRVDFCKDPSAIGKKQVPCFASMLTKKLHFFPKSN
# SIRT5 block = SIRT5 desuccinylase inhibitors, primary screen, biochemical, fluorescence imaging, single point, set 5; Purified SirT5, succinyl-peptide AMC, trypsin-coupled fluorescence; inhibition, % at 15 µM; AID 652115, 2013; hit rate 1.1% among 330,000; NAD-dependent protein deacylase sirtuin-5, mitochondrial (Homo sapiens), Q9NXA8; in the data active = inhibition above about 15%; inconclusive = no clear call, values can overlap the other calls
# Target sequence (Q9NXA8 whole entry, looked up): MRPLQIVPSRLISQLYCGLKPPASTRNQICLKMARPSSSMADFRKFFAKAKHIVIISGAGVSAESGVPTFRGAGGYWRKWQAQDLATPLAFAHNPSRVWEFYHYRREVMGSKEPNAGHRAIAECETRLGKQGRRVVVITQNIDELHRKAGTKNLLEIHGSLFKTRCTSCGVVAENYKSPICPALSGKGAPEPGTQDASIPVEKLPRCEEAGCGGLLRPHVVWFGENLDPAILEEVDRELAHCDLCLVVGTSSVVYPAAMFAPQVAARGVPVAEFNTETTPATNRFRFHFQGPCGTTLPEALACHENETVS
# LGR2 antag = inhibitors of bursicon-induced LGR2 CRE-luciferase signal, primary screen, cell-based, HEK293, CRE-luciferase reporter, bursicon stimulation. AID 720647, 2013. inhibition, % at 9.99 µM. bursicon-stimulated, 4 h. hit rate 0.35% among 380,000. Drosophila bursicon receptor LGR2 (rickets);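 active = drop in luminescence signal, shown as inhibition above about 50% in the replicate tests, limit read from the data, passing the limit was not always enough; inconclusive = probably only some replicates passing the limit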;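 note: agonist challenge used bursicon conditioned medium at about half maximal strength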
# ARNT TACC3 PPI = disruptors of ARNT/TACC3 protein interaction, primary screen, biochemical, AlphaScreen, single concentration. Transforming acidic coiled-coil-containing protein 3 (Homo sapiens), Q9Y6A5. AlphaScreen His-ARNT PAS-B/GST-TACC3 binding, luminescence; TACC3 fragment carries E629A point mutation. hit rate 0.66% among 390,000. inhibition, % at 9.99 µM. AID 623870, 2012;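 active = mean inhibition of replicates at least 50% and at least half of replicates each reaching 50%; inconclusive = half or more replicates reach 50% but mean below 50%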;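 note: 0% = complete ARNT plus TACC3 wells and 100% = ARNT alone without TACC3; many hits fall short of the cut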
# * marks the source's active call; other numbers are inactive results; u = inconclusive; x = not tested or not shown.
# Value order: DENV2 CPE rescue, EWS-Fli block, PAX8 inh HTS, Casp6 inh, SIRT5 block, LGR2 antag, ARNT TACC3 PPI
> C[C@@H]1CCCCO[C@@H](CN(C)Cc2ccc(C(=O)O)cc2)[C@@H](C)CN([C@H](C)CO)C(=O)c2cc(N(C)C)ccc2O1
 : x, -2, -11, x, x, -5, x
> CCCC#Cc1ccc([C@H]2[C@H](CO)N3C(=O)CN(C(=O)c4ccc(F)cc4)C[C@@H]23)cc1
 : -4, -7, x, -1, 0, 15, x
> Cc1nnc2sc(SCC(=O)N3CCc4ccccc43)nn2c1=O
 : 2, -9, 7, 2, 0, -2, -4
> CO[C@H]1CN(C)C(=O)c2cc(NC(=O)c3ccccc3F)ccc2OC[C@@H](C)NC[C@H]1C
 : 8, 4, -21, -2, -1, -10, 0
> C[C@H]1CN([C@@H](C)CO)C(=O)Cc2cc(NC(=O)Nc3ccc(F)cc3)ccc2O[C@@H]1CN(C)S(=O)(=O)c1ccc(Cl)cc1
 : -5, 4, -9, -2, 4, 1, -3
> Cc1ccc(C)c(NCCCCC(=O)O)c1
 : -7, -4, 11, 4, 4, 2, x
> COc1ccc2c3c(n(C)c2c1)[C@H](CO)N(CC1CCCCC1)CC31CCN(C(C)=O)CC1
 : 6, 9, x, 2, 5, -14, x
> Cc1nc(-c2ccc(Cl)cc2)sc1C1(C)CC(c2cccc([N+](=O)[O-])c2)=NO1 (stereo unspecified)
 : 4, -34, -45, 0, -3, -66, -6
> O=C1CC(c2ccccc2)C(C(=O)O)N1 (stereo unspecified)
 : -3, -3, 2, 0, x, 4, x
> O=C1CCC(C(=O)Nc2cccc(C(F)(F)F)c2)N1 (stereo unspecified)
 : -6, 6, x, -5, -2, 3, -3
> C[C@@H]1CCCCO[C@@H](CN(C)C(=O)Nc2ccc(F)cc2)[C@H](C)CN([C@@H](C)CO)C(=O)c2cc(NS(=O)(=O)c3ccc(F)cc3)ccc2O1
 : -5, 1, 14, x, x, -7, -8
> CCOC(=O)c1ccc(N/C=C\C(=O)c2cccc(OC)c2)cc1
 : x, x, -126, x, x, -31, 1
> CCCCCc1cc(=O)oc2c(C(CCN3CCCC3)c3ccc(N(C)C)cc3)c(OC)cc(OC)c12 (stereo unspecified)
 : -19, 24, 20, x, x, -5, 51*
> Cc1ccc(S(=O)(=O)N(C)C[C@@H]2OCCCC[C@@H](C)Oc3ccc(NS(=O)(=O)c4cn(C)cn4)cc3C(=O)N([C@H](C)CO)C[C@@H]2C)cc1
 : x, -3, -13, 1, 1, -1, -18
> CCOc1ccc(S(=O)(=O)N(CC)CC(=O)N2CCCC2)cc1C
 : 8, 6, 23, -3, -1, -6, -3
> COc1cc(NC(=O)CCS(=O)(=O)c2ccc3nc(C)sc3c2)cc(OC)c1OC
 : -4, x, 9, 0, 1, 4, 1
> CN1C(=O)N(C)N(Cc2ccccc2)C(=O)N1Cc1ccccc1
 : 8, 0, 16, -3, x, 16, x
> CNc1nc2c(-c3ccc(Cl)cc3)nnn2c2ccccc12
 : 0, 3, 27, 7, -13, -2, -5
> COc1ccccc1CC(=O)NC1CCC(C)CC1 (stereo unspecified)
 : 5, 0, -10, -3, 0, 13, 4
> CC(=O)Nc1cccc(-c2cc3c(c4c2ccn4C)C2CCC3O2)c1 (stereo unspecified)
 : -1, 0, 2, 1, -17, -10, x

# Some of the entries so far, field by field:
Molecule: CNc1nc2c(-c3ccc(Cl)cc3)nnn2c2ccccc12
  DENV2 CPE rescue: 0; EWS-Fli block: 3; PAX8 inh HTS: 27; Casp6 inh: 7; SIRT5 block: -13; LGR2 antag: -2; ARNT TACC3 PPI: -5
Molecule: COc1ccccc1CC(=O)NC1CCC(C)CC1 (stereo unspecified)
  DENV2 CPE rescue: 5; EWS-Fli block: 0; PAX8 inh HTS: -10; Casp6 inh: -3; SIRT5 block: 0; LGR2 antag: 13; ARNT TACC3 PPI: 4
Molecule: CC(=O)Nc1cccc(-c2cc3c(c4c2ccn4C)C2CCC3O2)c1 (stereo unspecified)
  DENV2 CPE rescue: -1; EWS-Fli block: 0; PAX8 inh HTS: 2; Casp6 inh: 1; SIRT5 block: -17; LGR2 antag: -10; ARNT TACC3 PPI: x

# The listing continues.
# Value order: DENV2 CPE rescue, EWS-Fli block, PAX8 inh HTS, Casp6 inh, SIRT5 block, LGR2 antag, ARNT TACC3 PPI
> COc1ccc2nc(/C=N/NC(=O)[C@@H]3CCCN3C(=O)OC(C)(C)C)ccc2c1
 : 6, -65, -40, -2, -17, -62, 2
> CC1(C)CC(NC(=O)c2ccccc2F)CC(C)(C)N1
 : -2, -8, 2, 2, 0, 31, -5
> CCOC(=O)c1ccc(N2CCCCC2)c(NS(=O)(=O)c2cccc(C(F)(F)F)c2)c1
 : 7, 7, -11, -3, -2, -11, 0
> CN1c2ccc(-c3ccccc3)cc2[C@H]2[C@H](CCN2C(=O)CN2CCOCC2)[C@@H]1CO
 : 9, -37, -56, -3, -5, 4, 11
> Cc1cc(F)ccc1C(O)c1ncc(-c2ccc3ccccc3c2)[nH]1 (stereo unspecified)
 : 6, -16, 4, 12, -1, 6, x
> C[C@@H]1CN([C@@H](C)CO)C(=O)c2cc(-c3ccc(F)cc3)cnc2O[C@H]1CN(C)C(=O)C1CCC1
 : 5, -2, x, -1, -2, -8, -5
> O=[N+]([O-])c1ccc(Nc2ccccc2)nc1
 : -1, 0, -2, -3, 3, -15, -2
> O=C1[C@@H]2[C@@H](CC(COc3ccccc3)=C([C@H](O)c3ccccc3)[C@@H]2CO)C(=O)N1Cc1ccccc1
 : 3, -2, 3, 2, 7, x, x
> O=C(Cn1nnc(N2CCCC2)n1)N/N=C/c1ccc(Cl)cc1
 : 10, -2, -17, -2, -6, -2, -1
> Brc1ccc2c(c1)CN1CCCC1=N2
 : u, -15, 56, 0, -6, 7, -1
> COc1cccc(NC(=O)N2C3CCCC2CC(NC(=O)C(C)(C)C)C3)c1 (stereo unspecified)
 : u, 6, 4, 0, 2, -2, -4
> CC(C)(C)OC(=O)NCCCC[C@H](NC(=O)c1[nH]cnc1C(=O)N[C@@H](Cc1ccccc1)C(=O)OC(C)(C)C)C(=O)OC(C)(C)C
 : -5, 35, 104*, -1, -9, 13, -3
> Cc1cccc(C)c1C(O)c1ncc(-c2ccc(Cl)cc2)[nH]1 (stereo unspecified)
 : -6, -3, 7, 3, -1, -3, x
> O=C(C[C@@H]1C[C@@H]2c3cc(NC(=O)Nc4ccccc4)ccc3O[C@@H]2[C@H](CO)O1)NCc1ccccn1
 : 1, -6, -11, 0, -4, 4, -3
> CCN(Cc1ccncc1)C(=O)c1cc(COc2ccc(F)cc2Cl)on1
 : -1, x, 3, 1, 1, 3, 0
> C[C@@H]1CN([C@@H](C)CO)C(=O)c2cc(C3=CCCCC3)cnc2O[C@H]1CN(C)C(=O)c1ccncc1
 : -4, -9, x, -2, -1, 7, 3
> C[C@@H]1CN([C@@H](C)CO)C(=O)Cc2cc(NC(=O)Nc3ccc(F)cc3)ccc2O[C@@H]1CN(C)S(=O)(=O)c1ccc(F)cc1
 : 0, 10, x, x, -3, -15, -6
> COc1cccc(OCc2nnc(SCC(=O)N3c4ccccc4Sc4ccc(Cl)cc43)o2)c1
 : 8, -8, 17, -1, 2, x, -2
> O=C(NNC(=O)c1cc([N+](=O)[O-])ccc1Cl)c1cccnc1
 : 1, 3, 5, -1, 0, 13, -11
> C[C@H](CO)N1C[C@H](C)[C@H](CN(C)CC2CC2)OCCCC[C@H](C)Oc2ccc(NS(=O)(=O)c3cccs3)cc2C1=O
 : 11, -3, -15, x, x, -1, -9

# Molecules shown so far with a COOH group, in the order listed:
# Value order: DENV2 CPE rescue, EWS-Fli block, PAX8 inh HTS, Casp6 inh, SIRT5 block, LGR2 antag, ARNT TACC3 PPI
> C[C@@H]1CCCCO[C@@H](CN(C)Cc2ccc(C(=O)O)cc2)[C@@H](C)CN([C@H](C)CO)C(=O)c2cc(N(C)C)ccc2O1
 : x, -2, -11, x, x, -5, x
> Cc1ccc(C)c(NCCCCC(=O)O)c1
 : -7, -4, 11, 4, 4, 2, x
> O=C1CC(c2ccccc2)C(C(=O)O)N1 (stereo unspecified)
 : -3, -3, 2, 0, x, 4, x

# (cont.)
# Value order: DENV2 CPE rescue, EWS-Fli block, PAX8 inh HTS, Casp6 inh, SIRT5 block, LGR2 antag, ARNT TACC3 PPI
> CC1CCN(C(=O)COc2ccc3ccccc3c2Br)CC1
 : u, -54, -97, 4, -1, -71, -1
> Cc1ccc(S(=O)(=O)N2CN(Cc3ccco3)c3nc4ccccc4nc32)cc1C
 : x, x, x, 12, 2, -5, 4
> Cc1ccc(-c2csc(Nc3ccccn3)n2)cc1
 : -5, 10, -96, -1, -7, 81*, 1
> COc1cccc(/C=C/C(=O)NCc2ccc3c(c2)OCO3)c1
 : 15, -2, -22, 3, -5, 0, -2
> Cc1noc(C)c1COC(=O)C1CCN(S(=O)(=O)c2ccc(F)cc2)CC1
 : 7, -1, 0, 10, -1, -8, -11
> Oc1ccc(C[C@H]2CNC(=S)N2CC2CCCN2C[C@H](Cc2ccc(O)cc2)N2C[C@H](Cc3ccc(O)cc3)N(CC3CCCCCC3)C2=S)cc1 (stereo partly specified)
 : -8, 42, 99*, -1, 17*, 10, -4
> Cn1c(COc2ccccc2)nnc1SCC(=O)NC1CCCC1
 : 0, 1, 9, -5, -6, -14, x
> O=C(CN1CCN(Cc2ccccc2)CC1)NNC(=O)c1ccccc1
 : 26*, -4, -2, -4, -5, 1, x
> COc1ccc(C(=O)CCC(=O)Nc2cccnc2)cc1OC
 : -1, -1, 0, 2, -4, -6, 2
> N#Cc1nc(COc2cccc(Cl)c2)oc1NCc1ccco1
 : 15, -58, -65, 3, -3, -28, -1
> Cc1noc(C)c1S(=O)(=O)N(C)C[C@H]1Oc2ccc(N(C)C)cc2CC(=O)N([C@@H](C)CO)C[C@H]1C
 : x, -2, -14, x, x, 0, x
> Cc1cc(C(=O)N2CCN(S(C)(=O)=O)CC2)cs1
 : 1, 17, x, 2, -3, 0, -4
> Cc1onc(-c2ccccc2Cl)c1C(=O)N1CCN(c2ccccc2)CC1
 : x, x, x, 1, -1, -10, 2
> O=C(CSc1nnc(-c2ccco2)n1-c1ccccc1)NCC1CCCO1 (stereo unspecified)
 : -3, -2, x, 2, -2, 7, 0
> COc1ccc(S(=O)(=O)Nc2ccc3c(c2)C(=O)N([C@H](C)CO)C[C@H](C)[C@@H](CN(C)Cc2ccc(Oc4ccccc4)cc2)O3)cc1
 : -4, 7, -2, -1, 22*, 10, 10
> O=C(CN1CCN(Cc2ccc(Cl)cc2)C1=O)NCCN1CCCC1
 : 4, 0, 5, -8, 2, -25, 3
> CC12CCC(C/C1=N/O)C2(C)C (stereo unspecified)
 : -10, 10, x, -2, 1, x, -11
> CC(NC(=O)CCSCCC(=O)NC(C)c1ccccc1)c1ccccc1 (stereo unspecified)
 : x, x, -4, x, x, -3, -4
> Cc1nn(Cc2ccc(Cl)cc2)c(Cl)c1/C=N/NC(=O)c1cccnc1
 : -6, 3, 11, -2, -1, x, -9
> Cc1ccccc1-c1cnc2c(c1)C(=O)N([C@@H](C)CO)C[C@@H](C)[C@@H](CN(C)C(=O)c1ccccc1)O2
 : 3, -19, -1, x, x, 1, 0
> O=C(C[C@@H]1CC[C@H](NC(=O)C2CC2)[C@H](CO)O1)NCCCN1CCOCC1
 : 6, 5, 4, -4, -1, 2, 4
> N#Cc1c2ccccc2nc2ccccc12
 : 4, -11, -1, -1, x, -13, -1
> O=C(C[C@H]1CC[C@H]2[C@@H](COC[C@H](O)CN2S(=O)(=O)c2ccc(Cl)cc2)O1)N[C@H]1CCN(Cc2ccccc2)C1
 : -6, -1, 2, -5, -3, 3, 16
